CCHF vOTU inh – blocks the CCHF virus ovarian tumor domain protease; CCHFV vOTU protease, Pep-AMC fluorescence; inhibition, % at 11.5 µM; 370,000 compounds, 0.55% hits; further: 0% = vehicle wells with enzyme and 100% = no enzyme wells
BoNT F protease – blocks Botulinum neurotoxin F light chain protease. Multiplex microsphere protease cleavage assay, flow cytometry. inhibition, % at 10 µM. 360,000 compounds, 0.22% hits; in the data active means inhibition above about 35%, passing the limit was not always enough; inconclusive means no clear call, values can overlap the other calls; further: plate controls were buffer without enzyme for full effect and enzyme alone for no effect
Mtb BioA inh – BioA (M. tuberculosis) enzyme inhibition | purified M. tuberculosis BioA enzyme, plate reader | inhibition, % at 9.99 µM | 360,000 compounds, 0.096% hits; in the data active means inhibition above about 40%; inconclusive means no clear call, values can overlap the other calls
PrPC TRFRET – reduces human prion protein on the cell surface. P04156. cell surface PrPC, TR-FRET read-out. inhibition, % at 13.8 µM. 370,000 compounds, 0.43% hits; in the data active means inhibition above about 24%; further: 0% = median of the test wells and 100% = reference compound wells
BoNT-A LC inh2 – inhibitors of Botulinum neurotoxin A light chain protease; multiplex microsphere protease substrate cleavage, flow cytometry; inhibition, % at 10 µM; 360,000 compounds, 0.17% hits; in the data active means inhibition above about 30%; inconclusive means no clear call, values can overlap the other calls; further: plate controls were buffer without enzyme for full effect and enzyme alone for no effect
FBA Mtb inh – inhibitors of M. tuberculosis fructose-bisphosphate aldolase; P9WQA3; purified M. tuberculosis FBA, fluorescence read-out; 360,000 compounds, 2.3% hits; AID 588726; inhibition, % at 1 µM; in the data active means inhibition above about 27%;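 further: 0% = vehicle and 100% = reference inhibitor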
Target sequence (P9WQA3 whole entry, looked up): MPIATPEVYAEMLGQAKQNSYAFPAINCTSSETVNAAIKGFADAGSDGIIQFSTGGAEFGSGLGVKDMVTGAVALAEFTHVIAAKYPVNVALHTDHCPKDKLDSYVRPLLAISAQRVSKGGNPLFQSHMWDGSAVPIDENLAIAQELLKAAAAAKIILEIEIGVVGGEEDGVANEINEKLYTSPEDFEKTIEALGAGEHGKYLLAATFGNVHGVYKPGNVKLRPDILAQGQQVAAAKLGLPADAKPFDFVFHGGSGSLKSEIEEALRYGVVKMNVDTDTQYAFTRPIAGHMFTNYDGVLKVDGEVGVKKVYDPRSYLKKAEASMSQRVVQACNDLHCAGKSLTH
GDH-TPI inh – GDH-TPI coupled enzyme inhibition counter-screen; GDH-TPI coupled enzyme counterscreen, NADH absorbance; inhibition, % at 4.8 µM; 360,000 compounds, 1.2% hits;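 further: 0% = DMSO wells and 100% = wells lacking the enzyme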
UGM FP inh – inhibitors of M. tuberculosis UDP-galactopyranose mutase; P9WIQ1; purified UGM, fluorescence polarization probe displacement; inhibition, % at 10 µM; 320,000 compounds, 0.06% hits; in the data active means inhibition above about 10%, passing the limit was not always enough; inconclusive means no clear call, values can overlap the other calls
Target sequence (P9WIQ1 whole entry, looked up): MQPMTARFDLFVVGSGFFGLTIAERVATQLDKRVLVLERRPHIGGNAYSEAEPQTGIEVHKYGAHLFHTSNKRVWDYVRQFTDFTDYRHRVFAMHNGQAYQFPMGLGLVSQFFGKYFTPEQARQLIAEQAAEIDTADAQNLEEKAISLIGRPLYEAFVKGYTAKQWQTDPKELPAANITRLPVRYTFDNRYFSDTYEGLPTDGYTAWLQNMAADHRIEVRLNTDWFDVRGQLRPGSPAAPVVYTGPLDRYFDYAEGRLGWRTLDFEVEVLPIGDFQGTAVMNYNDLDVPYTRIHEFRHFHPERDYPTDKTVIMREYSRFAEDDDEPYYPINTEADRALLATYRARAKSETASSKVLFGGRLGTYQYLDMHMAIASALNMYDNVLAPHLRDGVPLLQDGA
FadD28 FP inh – blocks FadD28 binding to the bisubstrate probe | inhibition, % at 12.5 µM | fluorescence polarization | 360,000 compounds, 0.22% hits; in the data active means inhibition above about 8.5%, passing the limit was not always enough; inconclusive means no clear call, values can overlap the other calls
* marks the source's active call; other numbers are inactive results; ? = inconclusive; · = no result given. Unless noted, no stated cut-off is given here; in the data, active means inhibition above about 30%; inactive means the rest.

Codes – A = CCHF vOTU inh; B = BoNT F protease; C = Mtb BioA inh; D = PrPC TRFRET; E = BoNT-A LC inh2; F = FBA Mtb inh; G = GDH-TPI inh; H = UGM FP inh; I = FadD28 FP inh
CCN(CC(=O)NCc1cccs1)C(=O)c1cccc(S(=O)(=O)Nc2ccccc2OC)c1
  A: -10; B: 4; C: 0.5; D: 5; E: 0.6; F: -3; G: 3; H: 1.2; I: -3.4

COc1ccccc1-c1noc(CCCC(=O)NC2CCCCC2)n1
  A: 5; B: 4; C: -3.9; D: -8; E: 0.5; F: 2; G: -4; H: -0.6; I: -0.7

O=C(CSc1ccc2c(c1)OCCO2)Nc1ccc(Br)cc1
  A: 17; B: -12; C: 7.7; D: 19; E: 0.0; F: 2; G: -3; H: 2.1; I: -2.1

O=C(CCC(=O)N(c1ccccc1)C(C(=O)NC1CCCC1)c1ccncc1)Nc1cccnc1 (configuration not stated)
  A: -3; B: -1; C: 0.4; D: 5; E: 1.1; F: 1; G: 2; H: -7.6; I: -2.6

CCCCn1c(=O)[nH]c(=O)c2c1nc(-c1ccsc1)n2Cc1ccccc1
  A: 6; B: -2; C: -0.6; D: -3; E: -0.5; F: 4; G: 2; H: -1.7; I: -0.6

N#CCC(=O)N/N=C/c1cc([N+](=O)[O-])ccc1N1CCOCC1
  A: 9; B: -1; C: ·; D: -32; E: -1.0; F: -1; G: 9; H: -0.2; I: -1.8

CCCC(=O)Nc1ccc(S(=O)(=O)Nc2cc(OC)nc(OC)n2)cc1
  A: 11; B: ?; C: -0.6; D: -6; E: -3.2; F: 0; G: 1; H: 1.1; I: -1.3

CCc1nnc(NC(=O)C2CC(=O)N(CCc3ccccc3)C2)s1 (configuration not stated)
  A: 15; B: 0; C: ·; D: 2; E: 2.5; F: 2; G: 4; H: -3.3; I: -0.4

CC(C)NC(=O)c1c(CSc2ccc(Cl)cc2)noc1C(=O)NCc1ccccc1
  A: 12; B: -7; C: -0.5; D: 5; E: 0.6; F: -1; G: -3; H: 0.5; I: -1.9

c1ccc(C2=NC(c3ccccc3)CC2)cc1 (configuration not stated)
  A: 0; B: -3; C: 1.2; D: 0; E: -0.5; F: -1; G: 0; H: ·; I: -3.7

CS(=O)(=O)c1ccccc1C(=O)Nc1cccc(-c2nc3ccccc3o2)c1
  A: -2; B: 4; C: 0.7; D: 5; E: -1.5; F: 3; G: 14; H: -1.2; I: -4.5

CSCC[C@H](NC(=O)N1CCn2c1nc1ccccc12)C(=O)NCc1ccc(C)cc1
  A: 20; B: -1; C: -1.4; D: 6; E: -0.8; F: 1; G: -4; H: -2.0; I: -1.1

CNC1=C([N+](=O)[O-])CC([N+](=O)[O-])=C(N2CCNCC2)N1C
  A: -3; B: -4; C: ·; D: -2; E: 0.0; F: 0; G: 15; H: -1.0; I: 0.9

Cc1cc(=O)[nH]c(NNC(=O)c2ccc(Cl)cc2)n1
  A: 11; B: 3; C: -1.5; D: 2; E: 0.2; F: 2; G: 10; H: ·; I: -1.4

Cc1cccc(-c2nc3ccccc3c(=O)[nH]2)c1
  A: -10; B: -4; C: -4.0; D: 0; E: -1.8; F: 1; G: 0; H: 0.0; I: -1.5

Cc1ccc(S(=O)(=O)N2CCCCC2)cc1NC(=O)CSc1nnnn1C
  A: -6; B: -8; C: ·; D: -5; E: -0.4; F: 2; G: -1; H: 0.1; I: -2.3

CCCCn1nnc(NC(=O)c2ccco2)n1
  A: 14; B: -10; C: -0.3; D: -2; E: -0.4; F: -1; G: 0; H: -2.9; I: -0.5

COc1ccc(C2=NNC(c3cccnc3)=Nc3ccc(OC)cc32)cc1
  A: -9; B: -4; C: 2.2; D: -4; E: -0.7; F: 1; G: -3; H: 0.9; I: -1.6

CC(C)N(Cc1ccccc1)S(=O)(=O)c1ccc(-n2cccn2)cc1
  A: 0; B: -9; C: -0.4; D: -1; E: -0.5; F: -2; G: 5; H: ·; I: -2.3

Cn1cncc1C(=O)c1ccccc1
  A: 8; B: ?; C: 0.1; D: 6; E: -1.0; F: -1; G: -13; H: 1.0; I: -2.4

CC(=O)Nc1cccc(/C(C)=N/NC(=O)c2ccc(CN3CCOCC3)cc2)c1
  A: 2; B: -12; C: ·; D: -16; E: 1.4; F: -2; G: -2; H: 0.0; I: -2.6

CCOc1cc(C2CC(=O)NC3=C2C(=O)C(C(=O)OC)C(C)C3)cc(Br)c1O (configuration not stated)
  A: 8; B: ?; C: 0.2; D: 2; E: -0.2; F: -3; G: -1; H: -0.8; I: -2.7

CCOC(=O)N1CCC(NC(=O)CSCc2nc(-c3ccc(OC)cc3)oc2C)CC1
  A: 13; B: 7; C: ·; D: 6; E: 0.8; F: 2; G: -4; H: -2.1; I: -5.4

Cc1sc2ncnc(OCC(=O)c3ccc(S(=O)(=O)N4CCCC4)cc3)c2c1C
  A: 2; B: -5; C: -0.3; D: 8; E: -0.2; F: -1; G: -3; H: 0.7; I: -1.8

Cc1ccc(NC(=O)CSc2nccc(=O)[nH]2)c(S(=O)(=O)N2CCOCC2)c1
  A: 1; B: -8; C: 0.7; D: -1; E: -0.6; F: 3; G: 12; H: -1.9; I: -0.7

CC(C)Sc1nc(-c2ccccc2)cc(=O)[nH]1
  A: 4; B: 1; C: 1.6; D: -3; E: 0.4; F: -1; G: -7; H: 2.9; I: -4.4

Nc1nc2ccccc2cc1S(=O)(=O)c1ccccc1
  A: -59; B: -4; C: -0.9; D: -3; E: 0.0; F: 51*; G: -3; H: -1.8; I: -4.8

COc1ccc(C2C(C(C)=O)=C(O)C(=O)N2c2ccccn2)cc1 (configuration not stated)
  A: 12; B: 8; C: -0.9; D: -1; E: -2.5; F: -2; G: 10; H: 0.7; I: 0.5

COc1ccc(C(=S)N2CCOCC2)cc1OC(=O)c1cccc([N+](=O)[O-])c1
  A: 1; B: -3; C: ·; D: -8; E: -0.7; F: -5; G: 3; H: -1.0; I: -1.6

CCC(=O)N1CCc2cc(Br)cc(S(=O)(=O)NC3CCN(Cc4ccccc4)CC3)c21
  A: -4; B: -10; C: -1.1; D: 0; E: -1.5; F: 2; G: -2; H: -0.7; I: 1.2

COc1ccc(NC(=O)NCc2ccccn2)cc1OC
  A: -3; B: 14; C: -0.7; D: 1; E: 7.2; F: 1; G: 0; H: 6.1; I: -0.5

O=C(O)/C=C/C(=O)Nc1ccc(Cl)cc1C(=O)c1ccccc1
  A: 4; B: ?; C: -1.0; D: -1; E: -5.7; F: 2; G: 21; H: 6.0; I: -0.1

CCC1=NN2C(=N)/C(=C/c3cc(C)n(Cc4ccccc4)c3C)C(=O)N=C2S1
  A: 12; B: ?; C: ·; D: -8; E: -5.2; F: 2; G: 25; H: -2.4; I: -3.9

COc1ccc(N2CCN(S(=O)(=O)CCNC(=O)c3ccc(Br)o3)CC2)cc1
  A: 11; B: 4; C: -1.5; D: -2; E: 0.4; F: 1; G: 7; H: -3.1; I: -0.8

CCCN(CCC)C(=O)CCSCCC(=O)N(CCC)CCC
  A: 21; B: 0; C: 0.0; D: 6; E: 0.3; F: -5; G: -7; H: -0.3; I: -4.1

CCCCC1=CC2=CC(=O)C(C)(OC(=O)CC)C(=O)C2=CO1 (configuration not stated)
  A: 1; B: -7; C: 0.2; D: -8; E: 2.1; F: -2; G: 13; H: 1.2; I: 2.0

NS(=O)(=O)c1ccc(CNC(=O)C(Cc2ccccc2)NS(=O)(=O)c2ccccc2F)cc1 (configuration not stated)
  A: -10; B: -7; C: ·; D: 7; E: -2.2; F: 0; G: 0; H: -4.1; I: 16*

CC(OC(=O)c1ccccc1NCCO)C(=O)NC1CCCCC1C (configuration not stated)
  A: -94; B: 3; C: -0.5; D: 2; E: -2.8; F: 96*; G: 4; H: -0.3; I: -0.7

O=C(CN1C(=O)C2CCCCC2C1=O)N1CCN(c2ccc(F)cc2)CC1 (configuration not stated)
  A: 1; B: -2; C: ·; D: 0; E: 0.5; F: 4; G: -3; H: 0.6; I: 0.1

COc1ccc(OC)c(C2NC(=O)NC(C)=C2C(=O)Nc2ccc(C)cc2)c1 (configuration not stated)
  A: -5; B: -7; C: 0.0; D: -5; E: -0.5; F: -3; G: -10; H: 2.2; I: -4.5

N#CCSc1nc(-c2ccccc2)c2cc(Cl)ccc2n1
  A: 2; B: 3; C: -0.9; D: -5; E: -0.1; F: 0; G: -5; H: -3.3; I: -2.3

Cc1cc(N=Cc2c(O)ccc3ccccc23)no1
  A: 2; B: 0; C: -0.7; D: -2; E: 0.4; F: -1; G: 20; H: 0.7; I: -3.8

c1ccc(-c2cnc(CN3CCN(c4ccccc4)CC3)o2)cc1
  A: 16; B: -2; C: -0.3; D: -9; E: -2.4; F: -3; G: 11; H: 1.7; I: -3.5

N#C/C(=C\c1ccc(N2CCOCC2)o1)C(=O)NCCc1ccccc1
  A: 21; B: 6; C: ·; D: -19; E: -0.1; F: -34; G: 5; H: -4.5; I: 0.7

C[C@H](NC(=O)C1CC(=O)N(c2ccc3c(c2)OCCO3)C1)C(=O)N1CCC(C(=O)O)CC1 (some centres not stated)
  A: 4; B: 10; C: ·; D: 7; E: -3.9; F: 1; G: 13; H: 0.6; I: -1.1

CCOC(=O)CSc1nnc(CNC(=O)c2ccc(S(=O)(=O)N(C)C)cc2)n1C
  A: -7; B: -1; C: ·; D: -7; E: -0.3; F: -2; G: 9; H: 0.7; I: -2.4

COc1ccc(-n2c(C)nn(CCOc3ccccc3)c2=O)cc1
  A: 9; B: -1; C: ·; D: -9; E: 0.1; F: 0; G: -2; H: -1.0; I: -0.9

O=C(NC(=S)NCc1ccccc1Cl)c1cccs1
  A: -10; B: -1; C: 0.1; D: 9; E: 0.0; F: 3; G: -2; H: -2.3; I: ·

Cc1ccc(OCC(O)CN2CCN(c3ccccc3)CC2)cc1 (configuration not stated)
  A: -1; B: 21; C: -1.2; D: -6; E: 0.9; F: 1; G: 10; H: -0.9; I: -1.8

CC1=Nc2ccccc2/C1=C\c1nc(-c2ccccc2)oc1O
  A: 7; B: -120; C: -1.2; D: -1; E: 21; F: -22; G: 1; H: 3.2; I: -1.4

Following part:
Codes – A = CCHF vOTU inh; B = BoNT F protease; C = Mtb BioA inh; D = PrPC TRFRET; E = BoNT-A LC inh2; F = FBA Mtb inh; G = GDH-TPI inh; H = UGM FP inh; I = FadD28 FP inh
Cc1ccccc1Nc1cc(C(=O)NCC2CCCO2)c2ccccc2n1 (configuration not stated)
  A: 0; B: -1; C: -1.5; D: -7; E: -0.7; F: 7; G: 17; H: -1.7; I: -2.0

COc1cc(C2CC(=O)NC(SCC(=O)Nc3ccccc3C)=C2C#N)ccc1O (configuration not stated)
  A: 12; B: 5; C: 0.4; D: -4; E: 0.4; F: 0; G: 0; H: -0.5; I: -5.0

COc1ccc(-c2nc(CN3CCCC(C(=O)NC4CCCC4)C3)c(C)o2)cc1 (configuration not stated)
  A: -8; B: 2; C: 1.3; D: -2; E: -1.1; F: 3; G: 3; H: -0.4; I: -3.1

Cc1ccc(NC(=O)CN2C(=O)c3ccccc3C2=O)nc1
  A: -8; B: 0; C: ·; D: 5; E: 0.0; F: -10; G: -1; H: -0.8; I: -2.5

CC1(C)CC2(CC(c3ccccc3F)c3cc(Cl)c(O)cc3O2)NC(=S)N1 (configuration not stated)
  A: 5; B: -5; C: ·; D: -11; E: 0.1; F: -1; G: 7; H: -0.5; I: -8.4

Cc1cc(OCC(=O)N2C[C@H]3C[C@@H](C2)c2cccc(=O)n2C3)c2c(C)cc(=O)oc2c1
  A: 10; B: -4; C: -0.8; D: -4; E: 0.3; F: 34*; G: 17; H: -0.7; I: 0.6

Cc1nnc(SCC(=O)Nc2nc(-c3ccc(F)cc3)cs2)[nH]c1=O
  A: -17; B: 7; C: ·; D: -2; E: 0.9; F: -2; G: 4; H: 1.0; I: -5.9

N#Cc1ccccc1S(=O)(=O)N1CCN(C(=O)c2cc(=O)[nH]c3ccccc23)CC1
  A: -9; B: ·; C: -2.2; D: -3; E: ·; F: 2; G: 3; H: 0.2; I: -2.1

2 compounds picked at random from the list so far, as already listed:
Codes – A = CCHF vOTU inh; B = BoNT F protease; C = Mtb BioA inh; D = PrPC TRFRET; E = BoNT-A LC inh2; F = FBA Mtb inh; G = GDH-TPI inh; H = UGM FP inh; I = FadD28 FP inh
COc1ccc(-n2c(C)nn(CCOc3ccccc3)c2=O)cc1
  A: 9; B: -1; C: ·; D: -9; E: 0.1; F: 0; G: -2; H: -1.0; I: -0.9

Cc1ccc(S(=O)(=O)N2CCCCC2)cc1NC(=O)CSc1nnnn1C
  A: -6; B: -8; C: ·; D: -5; E: -0.4; F: 2; G: -1; H: 0.1; I: -2.3

Bioassay records deposited in PubChem BioAssay by several laboratories.
